D3 antag – D3 dopamine receptor (human) antagonism. actives 2.5% (n = 360,000). AID 652054. D3R cells, DiscoveRx beta-arrestin luminescence, antagonist mode; stronger effect = lower value. P35462. max response, negative = inhibition, %; in the data active = max response below about -50%; inconclusive = no clear call, values can overlap the other calls; note: % is set by controls: 0 for no effect and ±100 for the full control effect; mostly tested at two doses, the higher about 12 µM
Target sequence (P35462 whole entry, looked up): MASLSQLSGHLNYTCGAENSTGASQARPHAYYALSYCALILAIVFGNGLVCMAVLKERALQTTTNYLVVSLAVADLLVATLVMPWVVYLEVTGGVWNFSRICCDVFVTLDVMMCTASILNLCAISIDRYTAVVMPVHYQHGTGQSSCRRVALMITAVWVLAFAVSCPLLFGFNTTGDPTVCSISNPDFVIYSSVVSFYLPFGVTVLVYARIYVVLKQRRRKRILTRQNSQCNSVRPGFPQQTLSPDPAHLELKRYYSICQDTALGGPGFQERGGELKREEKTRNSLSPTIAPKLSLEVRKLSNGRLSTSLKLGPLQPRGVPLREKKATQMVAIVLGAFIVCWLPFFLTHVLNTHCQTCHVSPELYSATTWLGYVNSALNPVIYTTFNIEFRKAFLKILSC
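Cells plated overnight at 1500 cells/well, then exposed to library compounds with dopamine controls for 90 minutes at 37 degrees C. DiscoveRx reagent added for 30–60 minutes at room temperature; luminescence read, quantitative HTS format.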
HT1080 IDH1KD tx – HT-1080 IDH1 knockdown cell toxicity (counter line); actives 2% (n = 360,000); HT-1080 IDH1 knockdown viability, ATP luminescence, 48 h; Potency, µM (series often up to 46.1 µM), for the others: top-dose activity, negative = toxicity, usual class: cytotoxic;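 note: potency is the fitted concentration of half-maximal effect; 0% = DMSO wells and -100% = cell-free medium wells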
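Assay cells: HT-1080 with IDH1 knockdown, 750 per well, RPMI/5% FBS. Exposure: 48 h at 37 °C following 2 h pre-incubation. Read: CellTiter-Glo luminescence; fitted concentration-response, curve class assigned.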
DRD3 agonist – D3 dopamine receptor (human) agonism; actives 0.58% (n = 410,000); max activation, %; D3R DiscoveRx beta-arrestin cells, luminescence, 90 min; in the data active = max activation above about 30%; note: 0% is about no effect; mostly tested at two doses, the higher about 12 µM
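Agonist-mode cell screen: cells plated at 1500/well and incubated overnight at 37 °C, then exposed to library compounds for 90 min at 37 °C. Detection reagent was added for 30–60 min at room temperature, and luminescence was read.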
KB-V1 cytotox – KB-V1 MDR subline cytotoxicity; KB-V1 MDR cells viability, CellTiter-Glo, 72 h; Potency, µM (series often up to 46.1 µM), for the others: top-dose activity change, negative = cytotoxicity, usual class: cytotoxic; actives 3.4% (n = 400,000); note: potency is the fitted concentration of half-maximal effect; % is set by controls: 0 for no effect and ±100 for the full control effect; nearly all actives have a fitted effect of over 60% in size
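Potencies derive from concentration-effect curves fitted to normalized luminescence (CellTiter-Glo) of KB-V1 cells treated for 72 h at 37 degrees C in phenol-red-free DMEM containing 10% FBS.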
KB-3-1 cytotox – kills parental KB-3-1 adenocarcinoma cells; KB-3-1 viability, CellTiter-Glo ATP luminescence, 72 h; Potency, µM (top dose mostly 46.1 µM), for the others: at the highest dose activity change, negative = cytotoxic, usual class: cytotoxic; actives 1.4% (n = 400,000); note: potency is the fitted concentration of half-maximal effect; % is set by controls: 0 for no effect and ±100 for the full control effect; nearly all actives have a fitted effect of over 60% in size
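KB-3-1 cells, DMEM (no phenol red) + 10% FBS; compound by pin transfer, 72 h, 37 °C. Readout: CellTiter-Glo luminescence after 10 min. Data normalized, curve-fitted.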
HT1080-NT tox – kills 2HG-producing HT-1080-NT fibrosarcoma cells. HT-1080-NT fibrosarcoma viability, CellTiter-Glo ATP luminescence, 48 h. Potency, µM (series often up to 46.1 µM), for inactives: top-dose activity, negative = less viability, actives largely listed as cytotoxic. AID 686970. actives 1.6% (n = 360,000);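 note: NT is the 2HG producing partner of a matched IDH1 knockdown line; potency is the fitted concentration of half-maximal effect; 0% = DMSO-treated cells and -100% = media-only wells without cells; nearly all actives have a fitted effect of over 55% in size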
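Read-out is CellTiter-Glo luminescence after 10 minutes at room temperature, following 48 hours' compound treatment of HT-1080-NT cells (750 cells/well, RPMI, 5% FBS, 37 degrees C).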
GLP-1R agonist – GLP-1 receptor (human) agonism; P43220; HEK293 GLP-1R CRE-luciferase, luminescence, 4-6 h; cells express a hypersensitive GLP-1R form; Potency, µM (highest dose often 45.6 µM), for inactives: at the top dose activation, actives largely listed as activators; actives 0.007% (n = 380,000); AID 624172; note: potency is the fitted concentration of half-maximal effect; % of control where 0% means no effect
Target sequence (P43220 whole entry, looked up): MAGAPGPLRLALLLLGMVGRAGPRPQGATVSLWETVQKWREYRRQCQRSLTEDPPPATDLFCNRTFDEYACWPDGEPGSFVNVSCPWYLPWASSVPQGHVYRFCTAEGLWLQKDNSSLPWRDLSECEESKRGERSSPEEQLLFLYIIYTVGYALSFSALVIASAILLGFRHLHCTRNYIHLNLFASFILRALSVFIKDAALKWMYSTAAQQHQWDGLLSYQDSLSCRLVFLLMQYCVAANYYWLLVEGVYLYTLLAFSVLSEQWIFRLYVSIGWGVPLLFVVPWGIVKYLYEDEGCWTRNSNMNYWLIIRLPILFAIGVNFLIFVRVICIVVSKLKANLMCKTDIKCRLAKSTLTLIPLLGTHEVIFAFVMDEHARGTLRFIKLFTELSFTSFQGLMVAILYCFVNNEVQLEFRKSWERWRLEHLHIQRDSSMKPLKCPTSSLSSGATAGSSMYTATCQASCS
SW480 rerep – inducers of DNA re-replication in SW480 colon cancer cells. actives 1.8% (n = 340,000). AID 624297. Potency, µM (titrated, usually from 46.1 µM), without a hit: at the highest dose re-replication activation, actives largely listed as activators. SW480 DNA re-replication, Hoechst DNA content imaging, 48 h; note: potency is the fitted concentration of half-maximal effect; % of control where 0% means no effect; nearly all actives have a fitted effect of over 55% in size
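Treated cells incubate 48 hr (37 C, 5% CO2), are stained 40 min with Hoechst, and nuclear fluorescence is enumerated; a rise in nuclei with high DNA signal marks re-replication.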
IL-1B inflam inh – inflammasome signaling inhibition, IL-1 beta readout; THP-1 LPS/ATP IL-1B secretion, AlphaLISA, 16 h; stronger effect = lower value; activity change, % at 57.5 µM; actives 4.7% (n = 360,000); AID 743279; in the data active = activity change below about -50%; inconclusive = mostly about -30% to -49%; note: % is set by controls: 0 for no effect and ±100 for the full control effect
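Secreted IL-1B measured by AlphaLISA bead assay after 16 h compound exposure of THP-1 cells; compounds (final up to 57.5 uM) added 1 h before LPS (250 ng/mL) and ATP (1.25 mM) stimulation; lower signal means less secretion.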
Starred values were filed as active, the others as inactive; ? = inconclusive; · = no result given; [ ] = another dose, or the depositor's remark. Unless noted, calls come from the whole dose curve; as a rule, active = well fitted curve in the direction sought with a large enough effect; inconclusive = small, poorly fitted or top-dose-only effect, or another doubt; inactive = no such curve, though single readings can be large; an effect the other way counts as inactive or inconclusive.

SMILES	D3 antag	HT1080 IDH1KD tx	DRD3 agonist	KB-V1 cytotox	KB-3-1 cytotox	HT1080-NT tox	GLP-1R agonist	SW480 rerep	IL-1B inflam inh
Cc1ccc(C2CC2c2n[nH]c(=S)n2-c2cccc(Cl)c2)cc1 (configuration not stated)	4	-15%	3	2%	3%	-11%	0%	-5%	31
NC(=O)c1ccccc1NC(=O)CCc1ccccc1	-21	5%	11	6%	1%	7%	-6%	-9%	-4
O=C(N/C=C/n1cnc2cc(C(F)(F)F)ccc21)c1ccccc1	16	-4%	5	-21%	24%	0%	6%	-3%	-5
CC(=O)Oc1ccc(C2(C)CC(C)(C)NC(=S)N2C)c(OC(C)=O)c1 (configuration not stated)	-13	-11%	-13	-10%	4%	2%	-6%	19%	0
C=CCNC(=O)c1ccc(CNS(=O)(=O)c2ccc(NC(C)=O)cc2)cc1	8	-2%	1	-10%	2%	5%	-13%	4%	-4
Cc1nnc(NC(=O)CSc2nnc(Cc3cccn3C)n2C)s1	-16	-5%	0	6%	-23%	3%	-6%	-6%	33
COc1ccc(-n2c(-c3ccc(Cl)cc3)c[n+]3c2CCCCC3)cc1	-22	?	-22	0%	-71%	?	-7%	-29%	0
CCn1c(SCc2cc(=O)[nH]c3ccccc23)nnc1C1CC1	14	7%	-4	2%	13%	-1%	-5%	-5%	14
COc1cccc(CN2CCN(C(=O)c3cc(-c4ccncc4)nc4ccc(C)cc34)CC2)c1	31	-19%	9	-27%	-18%	-14%	9%	2%	-14
CS(=O)(=O)Nc1ccccc1C(=O)NCC1(N2CCCCC2)CCCCC1	-20	5%	-7	27%	-6%	8%	11%	-4%	-10
COc1ccc(CCCC(=O)NCCc2ccccc2)cc1	-12	5%	11	-12%	-9%	6%	2%	1%	18
CN(CC(=O)Nc1ccc(F)c(F)c1F)C(=O)c1ccc(=O)[nH]c1	11	2%	-2	?	4%	8%	0%	-2%	7
COC(=O)c1ccccc1S(=O)(=O)N1CCC(C(=O)NCc2ccco2)CC1	4	1%	0	0%	14%	9%	6%	9%	-2
COc1ccc(S(=O)(=O)NCCC(=O)OCC(=O)c2ccc[nH]2)cc1[N+](=O)[O-]	-15	1%	-4	-24%	6%	-3%	13%	0%	13
C[C@@H]1CN([C@H](C)CO)C(=O)c2cc(Br)cnc2O[C@H]1CN(C)Cc1cccnc1	0	6%	-10	-6%	0%	-1%	2%	·	-5
CCCOc1c(Cl)cc(C(=O)NC)cc1OC	-21	23%	-6	3%	-1%	-2%	1%	0%	-7
Cc1ccc(-n2nc3ccc(NC(=S)NC(=O)/C=C/c4ccco4)cc3n2)cc1	-3	22%	1	0%	-2%	17%	-12%	-7%	26
Cc1ccc(N2C(=O)C3NN=C(C(=O)OCc4ccccc4)C3C2=O)c(C)c1 (configuration not stated)	3	14%	-20	?	-3%	13%	0%	-2%	13
O=c1n(-c2ccccc2)c(=O)n2n1CCCC2	?	-2%	42*	8%	-14%	7%	-10%	16µM*	1
O=C(CSc1ccc(Cl)cc1)Nc1ccc(N2CCN(c3ccccc3)CC2)c(F)c1	36	2%[9.24 µM]	-15	-10%	-11%	18%	-1%	-4%	15
COc1ccc(C2Nc3ccccc3C(=O)N2C2CCCCC2)cc1 (configuration not stated)	-9	-7%	-4	0%	-5%	-17%	5%	1%	-20
Cc1ccc(N2C(=O)N3[C@H]4c5ccccc5OC[C@@H]4[C@@H](c4ccccc4)[C@@]3(C)C2=O)cc1	1	-10%	-1	?	-1%	-2%	-4%	?	5
Cc1cc(S(=O)(=O)Nc2ccc(O)c(Sc3nc4ccccc4s3)c2)ccc1Cl	·	·	2	18µM*	?	·	-3%	·	·
Nn1c(Cc2cccc3ccccc23)nnc1SCC(=O)NC1CCS(=O)(=O)C1 (configuration not stated)	-4	4%	-4	5%	-6%	9%	10%	1%	-14
Cc1cc(C)cc(-n2c(SCC(=O)NC3CCCCC3)nc3c([nH]c4ccccc43)c2=O)c1	·	·	4	-9%	21%	·	-1%	·	·
O=C(N/N=C(\CC(=O)c1cccs1)C(F)(F)F)c1cccnc1	-15	-26%	-18	-6%	-14%	-12%	4%	-4%	37
Cc1ccccc1-c1noc(-c2ccccc2C(=O)NCc2ccco2)n1	-6	-7%	5	-28%	-4%	-1%	12%	-7%	?
CCOc1c2ccc(C(=O)NCc3ccco3)cc2nn1CCOC	9	6%	-6	0%	0%	17%	-3%	-8%	15
CN1CCC(NC(=O)C2(C)CCN2Cc2ccc3ccccc3c2)CC1 (configuration not stated)	11	4%	-7	?	-1%	1%	12%	·	-24
CS(=O)(=O)c1ccc(C(=O)Nc2cc(S(C)(=O)=O)ccc2Cl)cc1	4	?	2	13%	0%	29%	-2%	0%	-16
Cc1ccc(S(=O)(=O)N2CCOCC2)c2nsnc12	-4	-1%	-4	-18%	-5%	-1%	4%	-5%	-22
Cc1cc(C)nc(NC(=O)c2ccc(Br)cc2)n1	4	8%	25	9%	15%	6%	3%	-7%	1
COc1ccc(/C=C2\Oc3cc(OCC(=O)N4CCC(C(=O)O)CC4)ccc3C2=O)c(OC)c1	32	10%	9	12%	0%	11%	12%	-52%[inhibitor]	4
COc1cc(NC(=O)c2ccco2)c(OC)cc1NC(=O)CCC(=O)Nc1cc(C)ccc1C	14	6%	-5	?	?	4%	2%	0%	8
O=C(O)C1CCN(C(=O)CSc2nc3ccccc3s2)CC1	2	-2%	16	3%	-1%	9%	2%	8%	44
COc1ccc(N(Cc2cc(=O)[nH]c3ccccc23)C(C)=O)cc1	3	5%	5	12%	-2%	-2%	7%	-11%	10

Among those listed so far, these have a CF3 group:
SMILES	D3 antag	HT1080 IDH1KD tx	DRD3 agonist	KB-V1 cytotox	KB-3-1 cytotox	HT1080-NT tox	GLP-1R agonist	SW480 rerep	IL-1B inflam inh
O=C(N/C=C/n1cnc2cc(C(F)(F)F)ccc21)c1ccccc1	16	-4%	5	-21%	24%	0%	6%	-3%	-5
O=C(N/N=C(\CC(=O)c1cccs1)C(F)(F)F)c1cccnc1	-15	-26%	-18	-6%	-14%	-12%	4%	-4%	37

New compounds follow.
SMILES	D3 antag	HT1080 IDH1KD tx	DRD3 agonist	KB-V1 cytotox	KB-3-1 cytotox	HT1080-NT tox	GLP-1R agonist	SW480 rerep	IL-1B inflam inh
CCN(CC)S(=O)(=O)c1cccc(-c2nnc(SCCOc3ccccc3)o2)c1	7	-8%	5	16µM*	?	?	0%	-2%	-13
CCC(=O)N1CCCC(C)(C(=O)Nc2nccc3cccnc23)C1 (configuration not stated)	5	1%	9	3%	0%	25%	-6%	·	7
Cn1cc(/C=C2\SC(=O)N(c3ccccc3)C2=O)c2ccccc21	-6	-14%	3	11%	?	-1%	0%	-6%	26
O=Cc1ccc(Oc2cnccn2)cc1	2	4%	10	0%	2%	1%	10%	-3%	13
c1cncc(CNc2cccc(-c3nc4ccccc4[nH]3)c2)c1	-7	-16%	-1	?	7%	?	12%	?	-15
CN1OC[C@@H]2CN(Cc3ccccc3)[C@H](c3ccc(-n4ccnc4)cc3)C[C@@H]21	0	-9%	-5	-16%	-22%	-6%	0%	·	-14
COc1cccc(/C=N/NC(=O)C(=O)Nc2ccccc2OC(F)(F)C(F)F)c1O	11	?	10	?	9.2µM*	?	-10%	?	38
CCN1CCN(C(=O)C2=C(C(=O)O)CCCC2)CC1	?	-9%	-5	5%	1%	1%	-5%	-9%	3
COC(=O)c1ccc(NC(=O)CCS(=O)(=O)c2ccc(C)cc2)cc1	3	0%	3	15%	0%	2%	6%	-2%	1
COc1ccccc1NCC(=O)N/N=C/c1sccc1C	-4	-13%	3	-25%	-3%	-13%	0%	-2%	-7
C=CCC(C#N)(c1ccc(OC)c(OC)c1)c1cnccn1 (configuration not stated)	2	2%	13	?	13%	2%	6%	2%	15
CCOc1ccc(-n2c(=O)c3sc4ccccc4c3n(Cc3cccc(C)c3)c2=O)cc1	·	·	-12	8%	-3%	·	-2%	·	·
COc1cccc(/C=C2\SC(=S)NC2=O)c1OS(=O)(=O)c1ccc(NC(C)=O)cc1	15	-17%	-8	21%	8%	0%	-1%	-3%	15
COc1ccc(NC(C)=O)cc1S(=O)(=O)NCCc1ccccn1	-1	8%	-2	0%	3%	2%	-3%	9%	0
CCc1cc2c(=O)n(CC(=O)NC3CCCCC3)cnc2s1	-5	4%	-1	-7%	-12%	15%	4%	-14%	11
O=C(CSc1nc2ccccc2o1)N1CCN(S(=O)(=O)c2ccc3ccccc3c2)CC1	1	2%	7	20%	6%	4%	-1%	-3%	9
COC(=O)Cc1c(C)c2ccc(OCc3nn[nH]n3)cc2oc1=O	-17	1%	26	1%	2%	-5%[9.24 µM]	?	1%	43
CN1CCN(C(=O)C2=NOC3(C2)C(=O)Nc2ccccc23)CC1 (configuration not stated)	0	22%	-10	-7%	4%	3%	-4%	·	23
COc1ccccc1C(=O)NCCn1ccc2ccccc21	0	-12%	-5	-8%	-1%	3%	7%	2%	-1
CC(=O)Nc1cccc(NC(=O)CSc2nnc(Cc3cccn3C)n2-c2ccc(C)cc2)c1	21	8%	23	-5%	4%	2%	0%	-9%	0
Cc1cc(=O)oc(C)c1C(=O)N1CCCc2ccccc21	-5	1%	1	3%	0%	-4%	-6%	1%	29
COC(=O)[C@@]1(Cc2ccc(OC)cc2)[C@H]2c3cc(C(=O)N(C)C)n(Cc4c(CO)[nH]cc(C)c4=O)c3C[C@H]2CN1C(=O)c1ccccc1	0	8%	2	0%	11%	-1%	-1%	1%	53

Compound activity as filed in PubChem.
